POLB inh: blocks human DNA polymerase beta activity; Pol beta primer extension/strand displacement, fluorescence kinetic; Potency, µM (doses to about 114 µM), for the others: at the highest dose activity change, negative = inhibition, usual class: inhibitors; P06746; 1.3% of 340,000 active; note: potency is the fitted concentration of half-maximal effect; % is set by controls: 0 for no effect and ±100 for the full control effect
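Pol beta (10 nM) and compounds were preincubated 15 min at room temperature, then 50 nM substrate (final) started primer extension/strand displacement. Reads were taken at 0 and 10 min; concentration-response data were fitted to a four-parameter Hill equation.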
BLM helicase inh: blocks DNA unwinding by human BLM helicase | 0.2% of 350,000 active | recombinant BLM DNA unwinding, fluorescence dequenching | P54132 | Potency, µM (series often up to 56.1 µM), for inactives: at the top dose activity change, negative = inhibition, most hits filed as inhibitors;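 note: potency is the fitted concentration of half-maximal effect; plate controls were vehicle for no effect and no enzyme for full effect; nearly all actives have a fitted effect of over 35% in size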
Pol kappa inh: DNA polymerase kappa (human) inhibition; 0.53% of 400,000 active; purified Pol kappa, fluorescent DNA synthesis assay, 10 min; Q9UBT6; Potency, µM (top dose mostly 107 µM), inactives show top-dose activity, negative = inhibition, usual class: inhibitors; AID 588579; note: potency is the fitted concentration of half-maximal effect; % is set by controls: 0 for no effect and ±100 for the full control effect
Target sequence (Q9UBT6 whole entry, looked up): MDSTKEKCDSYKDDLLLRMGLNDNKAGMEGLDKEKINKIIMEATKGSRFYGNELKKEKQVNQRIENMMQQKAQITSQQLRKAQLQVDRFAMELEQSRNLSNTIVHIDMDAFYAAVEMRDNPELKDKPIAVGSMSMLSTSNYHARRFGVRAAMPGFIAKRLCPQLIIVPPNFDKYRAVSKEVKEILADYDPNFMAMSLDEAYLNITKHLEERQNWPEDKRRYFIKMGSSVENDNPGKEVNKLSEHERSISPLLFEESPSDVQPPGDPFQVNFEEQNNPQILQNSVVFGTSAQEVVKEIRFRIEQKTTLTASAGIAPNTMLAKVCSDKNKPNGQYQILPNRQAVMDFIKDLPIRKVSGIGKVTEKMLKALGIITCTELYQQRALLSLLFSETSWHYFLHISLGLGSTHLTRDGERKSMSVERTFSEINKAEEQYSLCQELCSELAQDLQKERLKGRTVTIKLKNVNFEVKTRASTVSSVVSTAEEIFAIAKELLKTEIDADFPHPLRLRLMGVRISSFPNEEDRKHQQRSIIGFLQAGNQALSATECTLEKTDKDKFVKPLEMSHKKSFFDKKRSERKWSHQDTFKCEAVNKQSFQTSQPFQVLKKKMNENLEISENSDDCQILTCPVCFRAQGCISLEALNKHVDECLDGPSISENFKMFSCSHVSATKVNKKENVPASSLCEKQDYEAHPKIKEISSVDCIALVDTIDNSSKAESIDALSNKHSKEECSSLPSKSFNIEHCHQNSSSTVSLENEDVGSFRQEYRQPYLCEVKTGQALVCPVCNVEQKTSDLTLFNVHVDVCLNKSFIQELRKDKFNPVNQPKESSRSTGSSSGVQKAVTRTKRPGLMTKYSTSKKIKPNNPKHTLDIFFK
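First, compounds were pin-transferred onto 10 nM Pol kappa. After 15 min at room temperature, substrate was added to 50 nM final. Fluorescence was then measured kinetically at 0 and 10 min.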
Pol eta inh: inhibitors of human DNA polymerase eta; Q9Y253; recombinant Pol eta, fluorescent DNA replication assay; Potency, µM (titrated, usually from 114 µM), for inactives: at the top dose activity change, negative = inhibition, hits mostly inhibitors; 1.2% of 390,000 active; AID 588591; note: potency is the fitted concentration of half-maximal effect; % is set by controls: 0 for no effect and ±100 for the full control effect
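Fluorescent replication assay: 50 nM final substrate added after a 15 min room-temperature compound preincubation with 10 nM enzyme. Signal taken at 0 min and again at 10 min.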
RXFP1 antagonist: antagonists of human relaxin receptor RXFP1; HEK293-RXFP1, relaxin-stimulated cAMP HTRF, 30 min; stronger effect = lower value; AID 1259400; 0.59% of 350,000 active; activity change, negative = inhibition, % at 57.5 µM;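 active = activity change of -60% or lower, but not beyond a set lower limit; inconclusive = change between -60% and -40%, or beyond the set limit; inactive = change above -40%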; note: % is set by controls: 0 for no effect and ±100 for the full control effect
Tb PGK inh: T. brucei PGK inhibition. PGK/GAPDH coupled, Kinase-Glo luminescence, 60 min. Potency, µM (series often up to 57.5 µM), without a hit: top-dose activity change, negative = inhibition, most hits filed as inhibitors. P07378. 0.043% of 380,000 active; note: potency is the fitted concentration of half-maximal effect; % is set by controls: 0 for no effect and ±100 for the full control effect; nearly all actives have a fitted effect of over 60% in size
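Recombinant glycosomal PGK reaction used 1,3-bisphosphoglycerate generated in-well by GAPDH (100nM final) in 100mM TEA pH 7.6, 5mM MgCl2, 0.01% Tween-20. After 60 minutes at room temperature, ATP was read by Kinase-Glo Plus luminescence end-point.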
Apoferritin bind: candidate novel general anesthetic via apoferritin binding; apoferritin/1-aminoanthracene competitive binding, fluorescence; Potency, µM (highest dose often 77.5 µM), for inactives: at the top dose activity change, negative = displacement, usual class: inhibitors; 0.074% of 350,000 active; AID 485281; note: potency is the fitted concentration of half-maximal effect; % is set by controls: 0 for no effect and ±100 for the full control effect; nearly all actives have a fitted effect of over 20% in size
Target sequence (P02791 2-175 limits assumed): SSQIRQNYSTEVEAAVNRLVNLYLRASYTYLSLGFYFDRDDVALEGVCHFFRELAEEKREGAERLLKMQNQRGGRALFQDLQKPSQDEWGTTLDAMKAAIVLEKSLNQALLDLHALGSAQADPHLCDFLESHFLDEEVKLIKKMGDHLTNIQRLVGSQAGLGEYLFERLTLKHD
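Probe: 1-aminoanthracene (50% saturated, PBS). Protein: horse-spleen apoferritin, 10 uM. Incubation: 10 min, room temperature. Detection: 380 nm excitation, 535 nm emission. Analysis: normalized response, four-parameter Hill.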
APEX1 inh: APE1 (human) endonuclease inhibition | P27695 | recombinant APE1, TAMRA/BHQ-2 abasic DNA cleavage fluorescence | Potency, µM (titrated, usually from 65.8 µM), for inactives: at the highest dose activity change, negative = inhibition, usual class: inhibitors | 0.35% of 350,000 active;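 note: potency is the fitted concentration of half-maximal effect; plate controls were vehicle for no effect and reference inhibitor for full effect; nearly all actives have a fitted effect of over 55% in size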
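Measures dequenching upon AP-site incision of a 5'-TAMRA/3'-BHQ-2 THF-containing duplex, 50 nM; human APE1 0.75 nM after 15 min room-temperature exposure to compound; kinetic three-point read at one-minute spacing.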
Pol iota inh: DNA polymerase iota (human) inhibition. AID 588590. 1% of 390,000 active. Potency, µM (series often up to 115 µM), for inactives: top-dose activity, negative = inhibition, actives largely listed as inhibitors. Q9UNA4. Pol iota fluorescent replication assay, 10 min; note: potency is the fitted concentration of half-maximal effect
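Fluorescent replication assay read twice, at 0 min and 10 min after adding 50 nM (final) substrate. Enzyme (10 nM) and compounds were first incubated 15 min at room temperature; enzyme-free buffer wells were negative controls.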
Numbers without * were called inactive; i = inactive; ? = inconclusive; . = not tested or not shown; & = joins results of further samples; [ ] = remark or other dose. Unless noted, calls come from the whole dose curve; as a rule, active = well fitted curve in the direction sought with a large enough effect; inconclusive = small, poorly fitted or top-dose-only effect, or another doubt; inactive = no such curve, though single readings can be large; an effect the other way counts as inactive or inconclusive. Some of the compounds tested (hit frequency here may not be typical).

SMILES	POLB inh	BLM helicase inh	Pol kappa inh	Pol eta inh	RXFP1 antagonist	Tb PGK inh	Apoferritin bind	APEX1 inh	Pol iota inh
Cc1cccn2c(=O)cc(COc3cccc(NC(=O)c4ccccc4F)c3)nc12	1%	-16%	-6%[60.1 µM]	-18%	7	i	37%[activator]	.	-28%
COCOc1ccc(C2CC(=O)c3c(OCOC)cc(OCOC)cc3O2)cc1 (stereo not drawn)	.	.	16%	-27%	.	5%	.	.	45%[activator]
Cc1cc(=O)n2[nH]c(-c3cccnc3)nc2n1	27%	-2%	.	.	.	.	-8%	-5%	.
O=C(CCNC(=O)c1ccc([N+](=O)[O-])cc1)NC1CCCCCC1	.	.	-15%	-13%	-2	4%	.	-4%	-7%
COc1ccc(C2=CN(Cc3ccccc3)C(c3ccccc3)CC2=O)cc1 (stereo not drawn)	.	.	-7%	-20%	.	i	.	-14%	12%
O=C(COc1ccccc1Cl)Nc1nc2c(s1)CCCC2	12%	-10%	-6%	-1%	-26	13%	-17%	.	-3%
CC(C)(C)OC(=O)N1CCC[C@H]1C(=O)N/N=C/c1ccc2ncccc2c1	?	0%	-10%	-3%	8	2%	4%	3%	142%[activator]
COc1ccc(CCNC(=O)COC(=O)c2cncc(Br)c2)cc1OC	.	.	-5%	-15%	-28	-4%	.	23%	44%[activator]
COc1ccccc1C(c1c(O)cc(C)n(Cc2ccco2)c1=O)N1CCCCC1 (stereo not drawn)	21%	-2%	-3%[60.1 µM]	-18%	-9	12%	-5%	.	3%
Cc1c(C(=O)OC2CCC(C)CC2)[nH]c2c1C(=O)CC(c1ccccc1Cl)C2 (stereo not drawn)	24%	1%	8%	8%	0	i	-1%	.	12%
O=C(NCc1cccc(Br)c1)c1cc(-c2ccccc2)nn1CC1CC(c2cccc([N+](=O)[O-])c2)=NO1 (stereo not drawn)	.	.	-17%	-6%	.	9%	.	.	?
O=C(NCCOC(=O)c1ccc([N+](=O)[O-])cc1)c1cccnc1	35%	-2%	12%	-9%	23	-5%	-8%	-8%	12%
Cc1ccc(C(=O)CC(c2cccs2)S(=O)(=O)c2ccc(C)cc2)cc1 (stereo not drawn)	34%	1%	0%	-3%	24	i	-7%	8%	3%
COC(=O)c1ccccc1NC(=S)N1CCN(c2ccc(OC)cc2)CC1	11%	-4%	-6%	-7%	0	0%	0%	-3%	-15%
Cc1cccc(C(=O)Nc2cc3c(cc2N2CCCCC2)n(C)c(=O)c(=O)n3C)c1	22%	-5%	28%	-13%	-15	-6%	-1%	.	0%
CSCc1ccc(C(=O)Nc2cccc(C)c2C)cc1	-26%	0%	-9%	-9%	4	-6%	2%	0%	14%
CCOCCCNC(=O)c1ccc(NC(=O)C2=CSCCO2)cc1	4%	1%	1%	-5%	-1	-9%	-3%	-15%	16%
Cc1ccc(C(c2sc3nc(C)nn3c2O)N2CC(C)OC(C)C2)cc1 (stereo not drawn)	14%	2%	-2%	2%	-3	-4%	-7%	3%	13%
O=C(Nc1nnc(C2=COCCO2)o1)C1CCCCC1	-23%	4%	-5%	-18%	-11	0%	-2%	-4%	-9%
O=C1/C(=C/c2ccccn2)SC(=S)N1Nc1ncc(C(F)(F)F)cc1Cl	.	.	-11%	-26%	-72*	2%	.	.	?
O=C(CCN1C(=O)c2ccccc2S1(=O)=O)Nc1ccc(F)c(F)c1F	.	.	3%	0%	-76*	-5%	.	-3%	34%[activator]
CCCCNC(=S)Nc1ccc(C(F)(F)F)cc1	23%	-8%	2%	?	-32	1%	-11%	?	71%[activator]
COc1ccc(-c2cc(=O)c3c(OC)c(OC)c(OC)c(OC)c3o2)cc1OC	-3%&5%	-8%&-6%&-7%	-6%[60.1 µM]	-5%	.	5%	0%&-2%&4%	9%&-2%&2%	-1%
CC(=O)c1nnn(-c2nc(N)nc(N(c3ccccc3)c3ccccc3)n2)c1C	-2%	-2%	-5%	-20%	-9	-6%	?	-4%	6%
CCN(CC)C(=O)C(C)N(C#N)c1nc(Cl)nc(N(C)C)n1 (stereo not drawn)	29%	4%	-10%	-5%	0	15%	-5%	5%	-7%

An excerpt from above in order of SMILES length, descending.
SMILES	POLB inh	BLM helicase inh	Pol kappa inh	Pol eta inh	RXFP1 antagonist	Tb PGK inh	Apoferritin bind	APEX1 inh	Pol iota inh
CC(C)(C)OC(=O)N1CCC[C@H]1C(=O)N/N=C/c1ccc2ncccc2c1	?	0%	-10%	-3%	8	2%	4%	3%	142%[activator]
COc1ccc(-c2cc(=O)c3c(OC)c(OC)c(OC)c(OC)c3o2)cc1OC	-3%&5%	-8%&-6%&-7%	-6%[60.1 µM]	-5%	.	5%	0%&-2%&4%	9%&-2%&2%	-1%
O=C(COc1ccccc1Cl)Nc1nc2c(s1)CCCC2	12%	-10%	-6%	-1%	-26	13%	-17%	.	-3%

Next part:
SMILES	POLB inh	BLM helicase inh	Pol kappa inh	Pol eta inh	RXFP1 antagonist	Tb PGK inh	Apoferritin bind	APEX1 inh	Pol iota inh
Cc1cccc(N2CCN(C(=O)N3CCCCC3)CC2)c1C	0%	-3%	3%	-15%	-30	i	-9%	-2%	52%[activator]
CCNC(=S)/N=C(/Nc1ccc(OC)cc1)Nc1nc(C)cc(C)n1	34%	-2%	-10%	-11%	-13	i	-5%	14%	142%[activator]
CCOC(=O)c1c(C)[nH]c(C(=O)OCc2c(C)noc2C)c1C	3%	-3%	3%	-8%	-9	-5%	-18%	-6%	10%
CCN(C(=O)N(CC)c1ccccc1)c1ccccc1	.	.	12%	-14%	.	-4%	.	-11%&-3%	14%
CC(C)(C)NC(=O)CSc1nc(-c2ccccc2)cc(=O)[nH]1	23%	1%	-10%	3%	-8	0%	-7%	-3%	25%
NC(=O)CSc1nc2cccnc2n1-c1ccc(F)cc1	1%	-10%	2%	8%	-2	-10%	-2%	48%[activator]	121%[activator]
CCCCc1cc2c(s1)CCCC/C2=N/O	-28%	-13%	-14%	-25%	?	-2%	?	1%	22%
O=C(Cn1cnc2nc3c(cc2c1=O)CCCC3)Nc1ccc(F)cc1Cl	-6%	4%	-6%[60.1 µM]	0%	-10	-3%	-11%	.	5%
COc1cccc(CNC(=O)C(C(=O)NCc2cccc(OC)c2)c2ncc(C(F)(F)F)cc2Cl)c1	?	-3%	-9%	-3%	-12	12%	-9%	1%	22%
Cc1ccc(OCCOC(=O)CN2C(=O)NC3(CCCC3)C2=O)cc1	.	.	-13%	-1%	-3	-1%	.	-13%	69%[activator]
COC(=O)c1c(NC(=O)CN2C(=O)NC3(CCCCC3C)C2=O)sc2c1CCC2 (stereo not drawn)	.	.	-20%	-16%	-7	-1%	.	6%	-26%
O=C(NC1CC(=O)N(c2ccccc2)C1)C(=O)c1c[nH]c2ccccc12 (stereo not drawn)	.	.	-10%	-5%	-17	-9%	.	1%	-6%
C=CCOc1ccc(/C=N/N2C(=O)C(CC(=O)Nc3ccc(F)cc3F)SC2=NC)cc1 (stereo not drawn)	48%	7%	-18%	-10%	1	-7%	-8%	3%	11%
COc1ccc(C2CC(C(F)(F)F)n3nc(C(=O)O)cc3N2)cc1 (stereo not drawn)	-1%	-4%	1%	-19%	-4	-8%	-5%	0%	33%
O=S1(=O)c2c(F)cccc2OC(COCc2ccccc2)CN1C1CCCC1 (stereo not drawn)	.	.	-3%	-9%	.	i	.	.	11%
CS(=O)(=O)N(Cc1ccc(Cl)cc1)c1ccc(C(=O)NCCSc2ccccn2)cc1	-21%	2%	-16%	-17%	-1	-10%	-9%	-17%	6%
O=C(CNC(=O)Cc1ccc(Cl)cc1)NCC(=O)N1CCCCC1	0%	-1%	2%	-12%	6	-3%	-2%	40%	60%[activator]
COc1ccc(Cl)cc1NC(=O)c1sc2nc(C)nc(N3CCOCC3)c2c1C	14%	1%	10%	-8%	4	i	5%	90%[activator]	34%[activator]
CCOc1ccc(C(=O)NCC(=O)OCc2ccc(F)cc2Cl)cc1	-28%	1%	-7%	-21%	20	-11%	-8%	-1%	-29%
CC(CCc1ccco1)N(C)S(=O)(=O)c1csc(C(N)=O)c1 (stereo not drawn)	1%	-1%	7%	-5%	13	i	-19%	44%	46%[activator]
O=C(NC1CCCCC1)N(C1=NCCCCC1)c1ccc(Br)cc1	-17%	-2%	-2%	-17%	-3	0%	-4%	2%	-5%
CCOC(=O)c1ccc(CC(=O)c2ccc(O)cc2O)o1	29%	0%	-16%	-7%	-15	-2%	-10%	-2%	0%

Entries of single compounds as entered above. Values in the order: POLB inh, BLM helicase inh, Pol kappa inh, Pol eta inh, RXFP1 antagonist, Tb PGK inh, Apoferritin bind, APEX1 inh, Pol iota inh
CCOC(=O)c1ccc(CC(=O)c2ccc(O)cc2O)o1 is listed with 29%, 0%, -16%, -7%, -15, -2%, -10%, -2%, 0%
NC(=O)CSc1nc2cccnc2n1-c1ccc(F)cc1 is listed with 1%, -10%, 2%, 8%, -2, -10%, -2%, 48%[activator], 121%[activator]
O=S1(=O)c2c(F)cccc2OC(COCc2ccccc2)CN1C1CCCC1 (stereo not drawn) is listed with ., ., -3%, -9%, ., i, ., ., 11%

3 records drawn at random from those above:
SMILES	POLB inh	BLM helicase inh	Pol kappa inh	Pol eta inh	RXFP1 antagonist	Tb PGK inh	Apoferritin bind	APEX1 inh	Pol iota inh
Cc1cccc(N2CCN(C(=O)N3CCCCC3)CC2)c1C	0%	-3%	3%	-15%	-30	i	-9%	-2%	52%[activator]
CC(CCc1ccco1)N(C)S(=O)(=O)c1csc(C(N)=O)c1 (stereo not drawn)	1%	-1%	7%	-5%	13	i	-19%	44%	46%[activator]
C=CCOc1ccc(/C=N/N2C(=O)C(CC(=O)Nc3ccc(F)cc3F)SC2=NC)cc1 (stereo not drawn)	48%	7%	-18%	-10%	1	-7%	-8%	3%	11%

Source: PubChem BioAssay
